Mito fusion act – qHTS Assay for Small Molecule Inhibitors of Mitochondrial Division or Activators of Mitochondrial Fusion | S. cerevisiae fusion-defective mutant growth rescue, CellTiterGlo 48 h | Potency, µM (highest dose often 46.1 µM), inactives show top-dose growth rescue (activation), usual class: activators | 320,000 tested, 0.23% active;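 further: potency means the concentration at half of the fitted maximal effect; % of control where 0% means no effect; nearly all actives have a fitted effect of over 45% in size; temperature-sensitive fusion mutants such as fzo1-1 at 37 °C on non-fermentable ethanol glycerol medium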
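Yeast fusion mutant, YPEG (non-fermentable carbon), compound, 48 h at 37C non-permissive; CellTiterGlo added, 10 min RT, luminescence read. Rescued growth = division inhibition.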
Eya2 inh – qHTS Assay for Inhibitors of the Phosphatase Activity of Eya2. Protein phosphatase EYA2 (Homo sapiens), O00167. recombinant Eya2, OMFP fluorescence dephosphorylation (OMFP is methylfluorescein phosphate). Potency, µM (series often up to 76.9 µM), inactives show at the top dose activity, negative = inhibition, actives largely listed as inhibitors. 330,000 tested, 0.006% active. AID 488837, 2010; further: potency means the concentration at half of the fitted maximal effect; on the % scale 0 is the no-effect control and ±100 the full control effect
Target sequence (O00167 whole entry, looked up): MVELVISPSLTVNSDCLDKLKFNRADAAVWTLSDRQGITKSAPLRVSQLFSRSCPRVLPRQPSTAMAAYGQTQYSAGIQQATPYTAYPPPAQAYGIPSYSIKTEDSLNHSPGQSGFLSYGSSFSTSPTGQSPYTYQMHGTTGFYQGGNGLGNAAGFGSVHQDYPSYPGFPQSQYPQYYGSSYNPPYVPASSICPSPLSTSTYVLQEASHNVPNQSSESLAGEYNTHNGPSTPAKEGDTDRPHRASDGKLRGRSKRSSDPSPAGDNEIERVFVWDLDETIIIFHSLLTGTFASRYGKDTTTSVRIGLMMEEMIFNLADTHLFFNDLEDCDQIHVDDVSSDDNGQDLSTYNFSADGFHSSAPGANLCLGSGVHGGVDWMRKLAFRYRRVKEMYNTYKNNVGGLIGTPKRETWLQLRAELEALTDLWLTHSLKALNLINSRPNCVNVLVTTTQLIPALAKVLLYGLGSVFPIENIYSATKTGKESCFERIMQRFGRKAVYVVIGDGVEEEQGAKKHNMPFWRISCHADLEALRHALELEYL
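Eya2 protein (added as 0.2 uM solution) was preincubated with compound for 10 min at ambient temperature in 50 mM HEPES pH 7.5, 50 mM NaCl, 5 uM MgCl2, 0.05% BSA, 1 mM DTT. OMFP (added at 50 uM) then reacted 10 min; fluorescence read at 485/525 nm.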
Chronic BCR inh – qHTS Assay to Find Inhibitors of Chronic Active B-Cell Receptor Signaling. ABC-DLBCL IkBa-CBG/CBR reporter, luminescence ratio, 4 h. Potency, µM (doses to about 46.1 µM), for the others: at the highest dose ratio change, negative = lower green/red ratio, usual class: inhibitors. 340,000 tested, 0.05% active. AID 493014, 2011; active means well fitted inhibition curve with a large enough effect in the signal ratio, with a control signal flat, not every such curve was filed as active; inconclusive means small, poorly fitted or top-dose-only effect, or effect the other way, or a change in a side signal; the % refers to the signal ratio;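 further: potency means the concentration at half of the fitted maximal effect; plate controls were basal doxycycline-induced cells for no effect and cells given 10 µM MG132 for full effect; MG132 reads +100%, hits lower the ratio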
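TMD8 ABC-DLBCL cells carrying doxycycline-inducible green luciferase fused to IkappaBalpha plus unfused red luciferase were exposed to compounds (up to 46 uM) for 4 hrs at 37C. Activity came from the overlap-corrected green/red luminescence ratio.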
Tb PFK inh – qHTS Assay to Find Inhibitors of T. brucei phosphofructokinase. ATP-dependent 6-phosphofructokinase (Trypanosoma brucei brucei), O15648. T. brucei PFK, ADP-Glo luminescence. Potency, µM (top dose mostly 57.5 µM), inactives show top-dose activity, negative = inhibition, most hits filed as inhibitors. 330,000 tested, 0.17% active;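 further: potency means the concentration at half of the fitted maximal effect; 0% = uninhibited 1x PFK enzyme wells and -100% = no-enzyme wells; nearly all actives have a fitted effect of over 60% in size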
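PFK 1.25 nM, F6P 0.5 mM, ATP 0.1 mM, 0.1 M TEA pH 8.0, 5 mM MgCl2, 0.01% Tween20, 0.1% BSA; 45 min RT. ADP-Glo readout. qHTS titration up to 57 uM; curves fitted, compounds curve-classed.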
TCR act – Activators of T cell receptors: qHTS campaign | primary human leukocytes, anti-CD3, IL-2 HTRF, 48 h | Potency, µM (titrated, usually from 9.22 µM), inactives show top-dose activation of IL-2 secretion, usual class: activators | 330,000 tested, under 10 active | AID 504894, 2011; further: % of control where 0% means no effect
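Primary human leukocytes were stimulated with a-CD3 beads plus compounds for 48 hr without co-stimulation; secreted IL-2 was quantified by HTRF using a-IL-2-K (europium cryptate) and a-IL-2-d2, excited at 320nm with acceptor emission read at 665nm.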
ELG1 DNA repair – qHTS screen for small molecules that inhibit ELG1-dependent DNA repair in human embryonic kidney (HEK293T) cells expressing luciferase-tagged ELG1; HEK293T ELG1-luciferase reporter, luminescence, 16 h; DNA damage induced by 5-fluorouridine; Potency, µM (titrated, usually from 46.1 µM), inactives show at the top dose activity change, negative = inhibition, usual class: inhibitors; 330,000 tested, 2.3% active; AID 504467, 2011; further: potency means the concentration at half of the fitted maximal effect; on the % scale 0 is the no-effect control and ±100 the full control effect; nearly all actives have a fitted effect of over 55% in size
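HEK293T cells expressing luciferase-tagged ELG1 (2,000/well) received 5-Fluorouridine plus compound or DMSO for 16 hr at 37 °C. Luciferase was read by ONE-Glo luminescence after 30 min at room temperature.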
TSHR antag – Antagonists of the Thyroid Stimulating Hormone Receptor: HTS campaign | Thyrotropin receptor (Homo sapiens), P16473 | TSHR-expressing cells, TSH-stimulated cAMP HTRF, 2 h; stronger effect = lower value | activity change, negative = inhibition, % at 11.5 µM | 330,000 tested, 0.2% active | AID 504810, 2011;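 active means activity change below a set negative limit, meaning inhibition stronger than a set level, cut at about -70% in these data; inconclusive means activity change between two set negative limits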; further: on the % scale 0 is the no-effect control and ±100 the full control effect
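Cell-based HTRF cAMP assay; TSHR cells + compound, TSH EC80 (4nM final), 2 h, 37 deg C. Lysis with anti-cAMP cryptate and cAMP-d2, 30 min RT, read 665/620 nm.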
PTAP TSG101 blk – qHTS Assay for Iinhibitors of HIV-1 Budding by Blocking the Interaction of PTAP/TSG101; Fluorescence polarization, FITC-PTAP peptide / Tsg101 binding; Potency, µM (series often up to 115 µM), inactives show at the highest dose activity change, negative = inhibition, most hits filed as inhibitors; AID 493005, 2010; 340,000 tested, under 10 active; Tumor susceptibility gene 101 protein (Homo sapiens), Q99816; active means well fitted inhibition curve with a large enough effect in the main read-out, with a control signal flat, not every such curve was filed as active; inconclusive means small, poorly fitted or top-dose-only effect, or effect the other way, or a change in a side signal; inactive means no such curve, though single readings can be large or run the other way; further: potency means the concentration at half of the fitted maximal effect; % of control where 0% means no effect
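Compounds were pin-transferred onto Tsg101 binding domain (10 uM final) in HEPES pH 7.5 buffer, then FITC-PTAP peptide was added at 50 nM final. After 20 min at RT, polarization reported peptide displacement across a qHTS concentration series.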
AT treatment – qHTS Assay for Identifying a Potential Treatment of Ataxia-Telangiectasia. Potency, µM (titrated, usually from 57.5 µM), inactives show top-dose activation, most hits filed as activators. […] A-T fibroblasts, KAP-1 phosphorylation AlphaLISA; neocarzinostatin DNA damage 30 min before lysis. 320,000 tested, 0.19% active. AID 485349, 2010; further: potency means the concentration at half of the fitted maximal effect; % of control where 0% means no effect; nearly all actives have a fitted effect of over 45% in size
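ATM-like activity read as KAP-1 phosphorylation via AlphaLISA donor/acceptor antibody pairs after lysis and 6 hr at 25C. Cells were ATM-null patient fibroblasts ([…], hTERT), dosed 60 min, then exposed to the DSB inducer NCS for 30 min.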
Integrin act MD – qHTS for Activators of Integrin-Mediated Alleviation for Muscular Dystrophy. alpha7betagal myoblasts, beta-gal FDG fluorescence, 48 h. Potency, µM (highest dose often 38.3 µM), inactives show at the highest dose activation, usual class: activators. 350,000 tested, 0.064% active. AID 624291, 2012;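 further: potency means the concentration at half of the fitted maximal effect; 100% = response of the positive control SU9516; nearly all actives have a fitted effect of over 60% in size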
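alpha7betagal+/- myoblasts (passage 13, 250/well) treated 48 h at 37C with compounds at 1:260 dilution of DMSO stock. Lysed, then beta-galactosidase activity read as FDG fluorescence (ex 480/em 540) after 30 min, with pre-read for autofluorescence.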
ASM inhibitor – Inhibitors of Secretory Acid Sphingomyelinase (S-ASM): qHTS; Sphingomyelin phosphodiesterase (Homo sapiens), P17405; placental ASM, HMU-PC fluorogenic substrate, 60 min; Potency, µM (doses to about 57.5 µM), inactives show top-dose activity change, negative = inhibition, hits mostly inhibitors; 340,000 tested, 0.006% active; further: potency means the concentration at half of the fitted maximal effect
Target sequence (P17405 47-631 limits assumed): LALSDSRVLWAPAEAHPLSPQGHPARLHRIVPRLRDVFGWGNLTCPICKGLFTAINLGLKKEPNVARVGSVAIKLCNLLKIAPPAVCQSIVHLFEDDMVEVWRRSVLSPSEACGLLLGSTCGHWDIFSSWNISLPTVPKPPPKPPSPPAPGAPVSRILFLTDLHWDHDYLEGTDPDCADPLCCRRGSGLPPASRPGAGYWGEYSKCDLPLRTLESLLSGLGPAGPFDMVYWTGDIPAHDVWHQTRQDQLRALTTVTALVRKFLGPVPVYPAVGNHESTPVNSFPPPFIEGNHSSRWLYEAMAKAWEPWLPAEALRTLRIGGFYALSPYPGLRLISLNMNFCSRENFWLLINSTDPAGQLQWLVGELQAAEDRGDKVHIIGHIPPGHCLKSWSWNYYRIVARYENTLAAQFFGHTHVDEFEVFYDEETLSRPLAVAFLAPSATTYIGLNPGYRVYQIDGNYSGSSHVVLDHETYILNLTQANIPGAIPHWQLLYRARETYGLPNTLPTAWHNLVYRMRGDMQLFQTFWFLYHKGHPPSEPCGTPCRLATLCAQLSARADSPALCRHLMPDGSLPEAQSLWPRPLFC
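Human placenta-derived ASM enzyme was preincubated with compound for 10 minutes at room temperature, then given fluorogenic substrate HMU-PC0 (9 uM final) for 60 minutes at 37 °C; a pH 10 stop preceded fluorescence reading at Ex 386/Em 447 nm.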
Active calls of the source: *; ? = inconclusive; nt = not tested or not shown; & = joins results of further samples; [ ] = remark or other dose. Unless noted, the call rests on the fitted dose curve; in most records, active means well fitted curve in the direction sought with a large enough effect; inconclusive means small, poorly fitted or top-dose-only effect, or another doubt; inactive means no such curve, though single readings can be large; an effect the other way counts as inactive or inconclusive. Some of the compounds tested; count on the stated rates, not on these rows.

mol,Mito fusion act,Eya2 inh,Chronic BCR inh,Tb PFK inh,TCR act,ELG1 DNA repair,TSHR antag,PTAP TSG101 blk,AT treatment,Integrin act MD,ASM inhibitor
CC(C)=CCC12CN3CCN(CC(C3)C1=O)C2,-2%,-9%,?,-8%,-4%,8%,13,-6%,0%,20%,3%
CCn1ccnc1CN1CCCC(C(=O)c2cc(F)ccc2OC)C1 (configuration not stated),1%[9.22 µM],-8%,-4%,-2%,4%,5%,15,-10%,-7%,-5%,3%
Cc1ccc(-c2cc(-c3ccc(C)cc3)[n+](C)o2)cc1,16%,3%,0%,0%,0%[46.1 µM],?,-12,-1%,1%,-45%[inhibitor],-4%
O=[N+]([O-])c1ccc(NCc2ccc(Cl)cc2)c2ccncc12,4%,-22%,0%,1%,-1%,-7%,4,-2%,-4%,-22%,?
CCOC(=O)c1c(-n2c(C)cc(/C=C3\C(=O)NC(=O)N(C)C3=O)c2C)sc2c1CCCC2,4%,-1%,3%,0%,-60%,-1%,-32,0%,5%,9%,?
O=C(NCc1cccnc1)c1c[nH]c2cc3c(cc2c1=O)OCCO3,-1%,12%,?,3%,-1%,-10%,-14,-7%,1%,-40%[inhibitor],0%
CCOC(=O)c1c(C)n(Cc2ccco2)c2ccc(O)cc12,2%,nt,nt,nt,2%,nt,nt,0%,nt,-19%,-2%
CN1CCN(c2ccc(N)c(N3CCN(C)CC3)c2)CC1,2%,-22%,0%,-7%,1%,0%,-2,-4%,15%,-36%,-3%
CC(C)n1c(=O)c(C=Nc2ccc(S(N)(=O)=O)cc2)c(O)n(Cc2ccco2)c1=O,-7%,6%,?,-2%,0%[46.1 µM],2%,-7,-2%,-4%,16%,3%
O=c1c2ccccc2nc(/C=C/c2ccc3c(c2)OCO3)n1-c1ccccc1,?,-23%,?,-1%,-6%[46.1 µM],?,29,1%,3%,-4%,23%
Cn1cc(C(O)CN2CCCCC2)c2ccccc21 (configuration not stated),3%,-9%,-6%,-3%,-3%,-16%,22,-3%,1%,2%,8%
CCC(=Nc1ccccc1NC(C)=O)c1c(O)n(C)c(=O)n(C)c1=O,-3%,-20%,?,-1%,1%,13%,2,-5%,-19%,6%,0%
O=C1NC(=O)N(c2ccccc2F)C(=O)/C1=C/c1ccc(Sc2nc3ccccc3[nH]2)o1,-4%,-4%,?,?,-4%&-2%,2%,1,-1%,-2%,-19%,-3%
O=C(Nc1ccc2nc(-c3cccs3)c(-c3cccs3)nc2c1)NC1CC1,20%,3%,?,-1%,4%,?,-14,-4%,6%,0%,209%[activator]
CC(=NCCN1CCCCC1)c1c(O)[nH]c(=O)[nH]c1=O,0%,-8%,10%,0%,4%,13%,0,-1%,-1%,20%,4%
O=C1NC(=S)NC(=O)C12C(c1ccc(F)cc1)NC(=S)NC2c1ccc(F)cc1 (configuration not stated),3%,-15%,6%,-4%,4%,-2%,-1,2%,-6%,21%,-4%
CN(C)S(=O)(=O)c1cc(NC(=O)COC(=O)Cc2ccccc2)ccc1Cl,0%,-2%,1%,-1%,4%[46.1 µM],6%,5,-2%,5%,0%,-1%
CCN(CC)CCN=Cc1c(O)n(C2CCCCCC2)c(=O)[nH]c1=O,1%,2%,?,-2%,6%,6%,7,1%,4%,30%,1%
COC(=O)C1=C(N)Oc2cc(C)oc(=O)c2C12C(=O)Nc1ccccc12 (configuration not stated),-3%,1%,0%,2%,-2%,6%,26,-3%,2%,1%,-1%
FC(F)(F)c1ccc(CNCCc2c[nH]c3ccccc23)cc1,-15%,8%,4%,-4%,-10%,-24%,33,-9%,5%,-44%,-3%
CN(C)c1ccc(NC(=O)CN2C(=O)CN=C(c3ccccc3)c3cc(Cl)ccc32)cc1,2%,-16%,-3%,-6%,4%,?,12,-10%,-9%,20%,-11%
COc1ccc(-n2c(CN3CCOCC3)nc3ccccc3c2=O)c(OC)c1,2%,6%,0%,-1%,4%,-5%,6,-1%,0%,3%,-1%
OCC(Br)CBr (configuration not stated),0%,0%,6%,0%,10%,6%,-25,2%,11%,nt,4%
NC(=O)CS(=O)C(c1ccccc1)c1ccccc1 (configuration not stated),?,-4%,-17%,-4%,nt,nt,4,nt,nt,nt,nt
C=C(C)[C@@H]1C2C(=O)O[C@H]1[C@H]1OC(=O)[C@@]34OC3C[C@]2(O)[C@@]14C (some centres not stated),-4%,7%,2%,-1%,-8%,2%,-3,2%,-10%,nt,2%
CS(=O)(=O)NNC(=O)C1Cc2c(ccc3ccccc23)O1 (configuration not stated),1%,-3%,-12%,?,-2%,13%,-2,0%,-16%,23%,-2%
CCCC[N+]12CCC(CC1)C(C(O)(c1ccccc1)c1ccccc1)C2 (configuration not stated),9%,1%,?,-2%,-16%,-12%,0,1%,-1%,22%,-2%
Cc1ccc2cc3cc(C(=O)N4CCC5(CC4)OCCO5)oc3nc2c1,0%,-9%,-2%,1%,1%,0%,16,-2%,-4%,-40%,-2%
CN1c2ccccc2Oc2ccccc21,0%,1%,2%,-2%,-6%[46.1 µM],-3%,5,-1%,8%,-13%,-4%
COc1c(C)cc(C(=O)C2CCCN(Cc3ccccn3)C2)cc1C (configuration not stated),-22%,3%,?,3%,10%,?,0,-4%,-4%,-46%[inhibitor],4%
CC(=NCCN(C)C)c1c(O)n(Cc2ccccc2)c(=O)[nH]c1=O,-1%,-13%,10%,0%,2%,-1%,2,-1%,-4%,?,-4%
COc1cc(C(O)CN)ccc1O (configuration not stated),-19%&-6%,6%&14%,?,4%,-1%,4%,-18&5,0%,0%,nt,-1%
O=C(Cc1cccc(C(F)(F)F)c1)N1CCN(CC(=O)N2CCCC2)CC1,-4%,-12%,4%,-10%,4%,4%,20,-7%,6%,6%,-1%
CC(=O)OC1N=C(c2ccc(Cl)cc2)c2cc(Br)ccc2NC1=O (configuration not stated),4%,4%,-7%,1%,0%,0%,13,-13%,10%,-24%,-1%
CCCc1[nH]nc2c1C1(C(=O)N(Cc3ccccc3)c3ccccc31)C(C(=O)OC)=C(N)O2 (configuration not stated),-2%,-23%,?,1%,1%,?,-6,-1%,3%,-24%,-7%
C/C(=N\NC(=O)c1ccccc1O)c1c(O)n(Cc2ccccc2)c(=O)[nH]c1=O,7%,-1%,?,0%,-5%,?,7,-4%,-2%,-20%,2%
CNS(=O)(=O)c1ccc(-c2ccc(C=C3C(=O)NC(=O)NC3=O)o2)cc1,2%,-2%,?,9%,7%,8%,-9,-2%,7%,-16%,-1%
Oc1ccc2c3c1O[C@H]1c4[nH]c5ccccc5c4C[C@@]4(O)C(C2)N(CC2CC2)CC[C@]314,-3%,-13%,5%,7%,nt,nt,-5,nt,nt,nt,nt
O=C1N(c2nncs2)CCN1[N+](=O)[O-],3%,8%,?,0%,6%,10%,-3,2%,-5%,2%,1%
CC/C(=N\Nc1ccccc1)c1c(O)n(C)c(=O)n(C)c1=O,16%,-3%,?,-1%,-2%[46.1 µM],-4%,-7,0%,-1%,13%,-2%
Cc1ccsc1CNCCc1ccc(F)cc1,-2%,1%,0%,-11%,-3%,-5%,2,-7%,12%,?,4%
